WRN helicase inh: blocks human WRN helicase; Q14191; AID 651768; WRN helicase unwinding, fluorescent forked duplex, kinetic; 360,000 tested, 0.46% active; Potency, µM (titrated, usually from 114 µM), without a hit: at the top dose activity change, negative = inhibition, hits mostly inhibitors; further: potency means the concentration at half of the fitted maximal effect; on the % scale 0 is the no-effect control and ±100 the full control effect; nearly all actives have a fitted effect of over 55% in size
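WRN at 20 nM final preincubated with compound 15 min at room temperature; reaction started with 100 nM fluorophore/quencher forked duplex oligonucleotide and 2 mM ATP final. Unwinding followed kinetically by red fluorescence (ex 525, em 598 nm).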
PLK1 PBD inh: blocks phosphopeptide binding to human PLK1 polo-box domain | AID 720504 | Potency, µM, for the others: max response, negative = inhibition, hits mostly inhibitors | P53350 | Plk1 PBD binding of FITC phosphopeptide, fluorescence polarization | 360,000 tested, 2.8% active; further: potency means the concentration at half of the fitted maximal effect; series mostly up to about 57 µM; on the % scale 0 is the no-effect control and ±100 the full control effect; nearly all actives have a fitted effect of over 65% in size
CCT chaperon mod: cytosolic chaperonin activity modulation; purified chaperonin ATPase assay, HTRF ADP detection, 30 min; activity change, % (no concentration beside the values), hits read low; 360,000 tested, 0.3% active; in the data active means activity change below about -30%; further: on the % scale 0 is the no-effect control and ±100 the full control effect
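Nucleotide hydrolysis assay: TRiC at 20–40 nM final (set by batch activity) with 10 uM ATP, 30 min at 37 °C, in presence of 76 uM compound. Detection by competitive ADP HTRF, 30 min ambient.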
MmCpn inh: blocks the Methanococcus maripaludis chaperonin Mm-Cpn | purified Mm-Cpn ATPase, ADP Transcreener TR-FRET | Potency, µM (highest dose often 76.9 µM), without a hit: top-dose activity, negative = inhibition, actives largely listed as inhibitors | 330,000 tested, 0.031% active | AID 504842; further: potency means the concentration at half of the fitted maximal effect; on the % scale 0 is the no-effect control and ±100 the full control effect; nearly all actives have a fitted effect of over 80% in size
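Compound-treated chaperonin, 25 nM final, turns over 10 uM ATP at 37°C for 30 min following a 10 min preincubation; ADP generated competes with ADP-d2 for Eu-cryptate antibody, lowering FRET.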
PI5P4K alpha inh: PI5P4K alpha (human) kinase inhibition. P48426. PI5P4Kalpha enzyme, ADP-Glo luminescence, 60 min; hits give low values. max response, %. 330,000 tested, 1.2% active. AID 652105; active means max response of -50% or lower; inconclusive means between -30% and -50%; inactive means -30% or higher; further: value at the top dose of about 77 µM; on the % scale 0 is the no-effect control and ±100 the full control effect
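PI5P4Kalpha ADP-Glo assay; 5 microM ATP final; 60 min RT reaction; HEPES pH 7.4/EGTA/CHAPS, 5% DMSO; controls lacking substrate or enzyme; luminescent end-point.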
EPAC2 antag: EPAC2 (human) antagonism | EPAC2 GEF exchange of Rap1B-BODIPY-GDP, fluorescence | Potency, µM (doses to about 114 µM), without a hit: top-dose activity, negative = inhibition, hits mostly inhibitors | 360,000 tested, 0.18% active | AID 720708; further: potency means the concentration at half of the fitted maximal effect; on the % scale 0 is the no-effect control and ±100 the full control effect; nearly all actives have a fitted effect of over 45% in size; many of its hits are not listed in these tables
Target sequence (Q8WZA2 whole entry, looked up): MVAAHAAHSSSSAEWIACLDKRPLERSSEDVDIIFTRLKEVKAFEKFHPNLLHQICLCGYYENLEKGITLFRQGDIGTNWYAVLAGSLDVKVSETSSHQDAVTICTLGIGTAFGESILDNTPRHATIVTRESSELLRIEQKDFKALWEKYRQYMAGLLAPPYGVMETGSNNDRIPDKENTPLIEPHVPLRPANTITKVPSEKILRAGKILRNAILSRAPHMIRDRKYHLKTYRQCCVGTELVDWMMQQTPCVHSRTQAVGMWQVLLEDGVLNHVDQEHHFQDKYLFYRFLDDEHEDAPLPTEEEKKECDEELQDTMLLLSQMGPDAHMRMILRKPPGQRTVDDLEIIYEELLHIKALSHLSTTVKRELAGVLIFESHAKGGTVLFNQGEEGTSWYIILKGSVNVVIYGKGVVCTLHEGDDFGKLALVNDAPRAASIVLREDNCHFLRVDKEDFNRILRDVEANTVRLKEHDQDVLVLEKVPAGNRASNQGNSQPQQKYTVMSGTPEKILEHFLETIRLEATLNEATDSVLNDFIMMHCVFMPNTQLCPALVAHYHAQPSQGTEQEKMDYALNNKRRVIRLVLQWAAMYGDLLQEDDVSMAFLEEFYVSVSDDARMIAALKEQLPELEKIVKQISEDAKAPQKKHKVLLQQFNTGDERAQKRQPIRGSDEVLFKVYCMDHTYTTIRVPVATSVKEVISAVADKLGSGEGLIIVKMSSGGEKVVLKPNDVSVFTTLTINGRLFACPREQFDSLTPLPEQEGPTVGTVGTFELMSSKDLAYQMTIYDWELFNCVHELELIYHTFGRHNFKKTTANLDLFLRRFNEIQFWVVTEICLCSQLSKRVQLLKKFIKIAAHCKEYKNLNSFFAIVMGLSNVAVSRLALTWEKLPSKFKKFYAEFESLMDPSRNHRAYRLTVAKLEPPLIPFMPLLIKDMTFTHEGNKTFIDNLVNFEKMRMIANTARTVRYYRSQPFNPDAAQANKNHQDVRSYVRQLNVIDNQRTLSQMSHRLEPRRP
EPAC1 ag: agonists of human EPAC1 | EPAC1 agonist qHTS, biochemical assay; response scale: 100% = response to 6.5 mM cAMP | 360,000 tested, 0.073% active | O95398 | Potency, µM (titrated, usually from 154 µM), for inactives: at the top dose activation, most hits filed as activators; further: potency means the concentration at half of the fitted maximal effect; nearly all actives have a fitted effect of over 60% in size
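Nucleotide exchange assay: 100 nM EPAC1 with 250 nM Rap1B loaded with BODIPY-GDP and 50 uM GDP, room temperature. Fluorescence (480/540 nm) read every 5 min for 30 min; signal change normalized to 6.5 mM cAMP as full agonist.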
EPAC1 antag: EPAC1 (human) antagonism | Potency, µM (titrated, usually from 115 µM), for inactives: at the highest dose activity change, negative = inhibition, actives largely listed as inhibitors | AID 720709 | EPAC1 GEF assay, Rap1b-BODIPY-GDP exchange fluorescence | 360,000 tested, 0.14% active;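 further: potency means the concentration at half of the fitted maximal effect; plate controls were vehicle for no effect and positive control for full effect; nearly all actives have a fitted effect of over 50% in size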
Numbers without * were called inactive; ? = inconclusive; / = no result given; [ ] = remark or other dose. Unless noted, the call rests on the fitted dose curve; in most records, active means well fitted curve in the direction sought with a large enough effect; inconclusive means small, poorly fitted or top-dose-only effect, or another doubt; inactive means no such curve, though single readings can be large; an effect the other way counts as inactive or inconclusive. The list is partial; count on the stated rates, not on these rows.

Start of the listing, in advance:
SMILES	WRN helicase inh	PLK1 PBD inh	CCT chaperon mod	MmCpn inh	PI5P4K alpha inh	EPAC2 antag	EPAC1 ag	EPAC1 antag
COc1ccc(CNC(=O)Cn2cncn2)cc1OC	-21%	-10%	-1.1	1%	0	-16%	2%	-16%
CC(Oc1ccccc1)C(=O)Nc1ccc(NC(=O)c2ccccc2)cc1 (stereo not given)	-30%	-12%	-1.3	-1%	-11	-5%	12%	-18%
Cc1ccc(-c2[nH]ncc2C(=O)c2ccc(Br)cc2)c(O)c1	3%	-2%	0.6	-1%	6	?	2%	-25%
COC(=O)c1ccccc1NC(NC(=O)c1ccco1)C(=O)c1ccc(C)cc1 (stereo not given)	5%	-7%	1.9	1%	0	9%	9%	8%

All compounds of this part, repeating the preview:
SMILES	WRN helicase inh	PLK1 PBD inh	CCT chaperon mod	MmCpn inh	PI5P4K alpha inh	EPAC2 antag	EPAC1 ag	EPAC1 antag
COc1ccc(CNC(=O)Cn2cncn2)cc1OC	-21%	-10%	-1.1	1%	0	-16%	2%	-16%
CC(Oc1ccccc1)C(=O)Nc1ccc(NC(=O)c2ccccc2)cc1 (stereo not given)	-30%	-12%	-1.3	-1%	-11	-5%	12%	-18%
Cc1ccc(-c2[nH]ncc2C(=O)c2ccc(Br)cc2)c(O)c1	3%	-2%	0.6	-1%	6	?	2%	-25%
COC(=O)c1ccccc1NC(NC(=O)c1ccco1)C(=O)c1ccc(C)cc1 (stereo not given)	5%	-7%	1.9	1%	0	9%	9%	8%
CCOC(=O)[C@]12CCCC=C1N(Cc1ccco1)C(=O)[C@H](CC(=O)N1CCSCC1)C2	2%	-8%	0.2	/	9	4%	-4%	-11%
COCCCNc1oc(/C=C/c2ccccc2)nc1C#N	-2%[57.1 µM]	-1%	-1.1	-17%	-1	-4%	7%	-25%
CCOC(=O)C1CCN(C(c2cc3c(C)ccc(C)c3[nH]c2=O)c2nnnn2C2CCCCC2)CC1 (stereo not given)	-5%	-1%	-0.4	0%	/	-3%	10%	-2%
CCOC(=O)N1CCN(C(=O)c2cnc(Nc3ccccc3OC)c3ccccc23)CC1	0%	-8%	-0.6	0%	/	-1%	10%	-3%
CCN(CC)C(=O)CSc1nc2ccccc2o1	-1%	0%	1.3	0%	3	7%	-8%	6%
O=C(CS(=O)(=O)c1ccccc1)N1CCc2ccccc21	1%	-13%	-4.0	-1%	0	-11%	4%	-4%
CCCCN(CCCC)S(=O)(=O)c1ccc(N2CCCC2=O)c([N+](=O)[O-])c1	7%	15µM*	-2.3	/	-5	0%	10%	-20%
Cc1ccc(CN2C3=NCCCN3c3ccccc32)cc1	25%	24µM*	-2.3	-2%	5	-1%	-8%	4%
CCOC(=O)c1cnc(-n2nc(C)cc2C)nc1-n1nc(C)cc1C	-9%	-2%	3.0	-4%	/	-1%	13%	-6%
COc1ccccc1CCc1nnc(CCC(=O)NC(C)Cn2nc(C)cc2C)o1 (stereo not given)	-3%	2%	1.9	1%	4	3%	-6%	18%
CCCC(C(=O)NCC1CCCO1)N(Cc1ccccc1)C(=O)CNS(=O)(=O)c1ccccc1 (stereo not given)	2%[57.1 µM]	1%	-0.1	0%	-1	-2%	0%	19%
Cn1c(=O)c2cc(NC(=O)NCc3ccccc3)ccc2n1Cc1cccc(C(F)(F)F)c1	-20%	-7%	0.6	/	-12	0%	-18%	-20%
CCCc1c(Cc2cccc(F)c2)ncn1Cc1cccc(-c2ccccc2)c1	-10%	-16%	/	/	?	-26%	-7%	-18%
O=C(Nc1ccccc1)c1ccc2c(c1)OCCCO2	-2%	0%	-0.2	0%	-1	1%	14%	-6%
CCCCCOc1ccc(C(=O)OCC(=O)Nc2cc(C)on2)cc1	-3%	-5%	-2.7	-3%	13	0%	-2%	-15%
NNC(=O)c1ccc(-c2ccccc2F)cc1	-3%	0%	-0.3	-1%	7	-4%	-9%	-4%
COc1cc2[nH]cc(C(=O)NCCc3ccccc3)c(=O)c2cc1OC	-11%	?	1.9	0%	/	-3%	7%	-4%
CC(NC(=O)CCc1c[nH]c2ccccc12)c1ccccc1 (stereo not given)	2%	3%	0.8	0%	0	-2%	9%	15%
CC(O)(c1ccc(F)c(F)c1)c1nc(-c2ccoc2)cs1 (stereo not given)	-11%	-14%	-2.8	/	-23	11%	-5%	-9%
Cc1ccc(S(=O)(=O)N2CC3(O)CN(C(=O)OC(C)C)N(C(=O)OC(C)C)CC3(OC(=O)NC3CCCC3)C2)cc1 (stereo not given)	-3%	-3%	0.1	/	7	-15%	-17%	-22%
O=C(CCS(=O)(=O)c1ccc(Cl)cc1)NC1CCCC1	4%	-11%	-0.2	1%	0	22%	9%	-9%
CCN(CC(=O)Nc1c(F)cccc1F)C(=O)CN1c2cccc3cccc(c23)S1(=O)=O	-2%	0%	-2.2	2%	1	-9%	-6%	5%
CCOC(=O)COc1ccc(CCNC(C)=O)cc1	0%	-7%	-2.7	-2%	/	4%	0%	0%
N#Cc1sc2nc(-c3ccccc3)cc(C(F)(F)F)c2c1N	0%	3%	1.5	-3%	2	9%	1%	1%
CC1CCCN(S(=O)(=O)c2csc(C(N)=O)c2)C1 (stereo not given)	2%	-3%	0.1	0%	0	12%	-3%	-2%
CCN(CC)S(=O)(=O)c1ccc2[nH]cc(C(=O)NCCCN3CCCCC3C)c(=O)c2c1 (stereo not given)	1%	-7%	-5.9	?	/	1%	6%	6%
C[C@@H]1CN([C@@H](C)CO)S(=O)(=O)c2ccc(Br)cc2O[C@H]1CN(C)Cc1ccncc1	3%	?	-2.1	/	20	-14%	11%	-23%
O=C(NC(=S)Nc1cccc(F)c1)c1cccc([N+](=O)[O-])c1	-5%	-17%	-0.7	0%	1	-16%	17%	-11%
O=C(Nc1cccc(OCC(=O)N2CCOCC2)c1)c1cccc([N+](=O)[O-])c1	-4%	-3%	-1.1	-4%	1	-4%	-5%	-2%
O=C(Cn1cnc2cc([N+](=O)[O-])ccc2c1=O)Nc1cccc(S(=O)(=O)N2CCOCC2)c1	3%	-3%	-4.7	-1%	-10	-6%	-6%	-12%
COc1ccc(Cl)cc1N(CC(=O)N1CCCCC1)S(C)(=O)=O	0%	-5%	0.5	5%	0	2%	1%	-7%
CCCNC(=O)CSc1nc2[nH]ncc2c(=O)[nH]1	12%	-7%	1.2	1%	-2	15%[57.1 µM]	4%	-3%
C=CCOC(=O)C1=C[C@@H](C2CCCCC2)C[C@@H](OCc2ccc(CO)cc2)O1	-5%	-14%	-0.2	/	3	-20%	-15%	-21%
Cc1nc2c(C)cccn2c1/C(O)=C1\C(=O)C(=O)N(CCN(C)C)C1c1ccncc1 (stereo not given)	6%	-9%	3.5	-1%	/	13%	6%	6%
CC(OC(=O)COc1ccccc1[N+](=O)[O-])C(=O)Nc1ccc(N2CCOCC2)cc1 (stereo not given)	1%	9%	0.2	-8%	3	10%	-5%	-5%
Cc1nc(CCN2C(=O)c3ccccc3C2=O)cs1	7%	?	-1.0	-4%	-4	-2%[57.1 µM]	0%	8%
O=C(C1CC1)N1CCc2cc(S(=O)(=O)NCC3COc4ccccc4O3)ccc21 (stereo not given)	-10%	-17%	-0.8	0%	4	-10%	10%	4%
COC(=O)C1=C(C)N(C(C)C)C(=O)C1(NC(=O)C1CCCCC1)C(F)(F)F (stereo not given)	-3%	-25%	-0.1	1%	/	10%	2%	18%
C=CCNC(=O)[C@@H]1CSC2c3ccc(OC)c(OC)c3C(=O)N21 (stereo not given in full)	-8%	-9%	0.0	-6%	2	-1%	-4%	-4%
COc1cccc(CNc2nc3cc(-c4csc5ccccc45)sc3c(=O)n2C)c1	-8%	-3%	-1.7	/	22	10%	14%	-2%
Clc1ccc2[nH]c3c(c2c1)CCc1cn[nH]c1-3	-23%	-14%	0.1	1%	2	-13%	25%	-7%
CC(C)n1c(C(O)c2ccc3c(c2)OCO3)nc2ccccc21 (stereo not given)	-3%	-4%	0.3	0%	/	4%	1%	5%
O=C(COC(=O)c1ccccc1SCC(=O)N1CCCC1)Nc1ccccc1	-4%	-26%	1.7	-2%	1	-5%	4%	-1%
COc1ccc(-c2[nH]ncc2CN(CCO)Cc2cccs2)c(F)c1	2%	3%	0.5	1%[15.4 µM]	-6	2%	1%	-14%
C=CCn1c(Oc2cc(C)ccc2C)nc2c1c(=O)n(C)c(=O)n2C	-8%	-1%	-0.3	0%	/	-6%	4%	1%
COc1ccc(CCNC(=O)c2ccc(=O)[nH]n2)cc1OC	8%	-10%	-3.5	2%	-4	-6%	7%	10%
Cc1ccc(NC(=O)Nc2cccc(F)c2)nc1	3%	5%	0.0	1%	-3	-6%	3%	9%
CCC1=C(OC(=O)N(CC)CC)N2C(=O)OC(=NCCc3c[nH]c4ccccc34)[C@]2(Cc2ccccc2)[C@H]2C1=CC[C@H]1C(=O)N(CC(=O)OC)C(=O)[C@H]12	-5%	-4%	-0.8	2%	-2	-10%	-13%	-8%
O=C(CSc1ncnc2c1oc1ccccc12)Nc1cccc(F)c1	10%	-6%	-0.4	-10%	/	-2%	1%	-1%
O=C(NCC(c1ccco1)N1CCN(c2ccc(F)cc2)CC1)OCc1ccccc1 (stereo not given)	-2%	-5%	-0.5	-3%	18	5%	0%	-18%
O=C(Cc1nnc(NC(=O)c2ccccc2)s1)N/N=C\c1ccc(O)c(O)c1	18µM*	?	-2.7	0%	-75*	2%	1%	?
CCOC(=O)C1=C(Nc2ccccc2)OCC1=O	-7%	-1%	-0.2	-2%	/	5%	1%	-4%
Cc1[nH]c2ccc(-c3n[nH]c(=S)n3Cc3ccccc3)cc2c1C	-13%[57.1 µM]	-14%	0.6	1%	-16	6%	-11%	-3%
CC(Oc1ccc(Cl)cc1)C(=O)N1CCCc2ccccc21 (stereo not given)	1%	-17%	1.4	-3%	9	-15%	4%	-11%
CC(C)(C)c1cc(C(c2cccnc2)N2CCN(CCO)CC2)cc(C(C)(C)C)c1O (stereo not given)	?	1.9µM*	0.4	-1%	/	-13%	26%	?
S=C(Nc1ccc(Cl)cc1Cl)N1CCCC1	0%	-5%	0.1	-7%	6	7%	7%	-29%
Cc1cc(NC(=O)C2CC2)ncc1NC(=O)c1ccccn1	-2%	27µM*	-2.0	-2%	-13	6%	1%	0%
O=C(NCc1ccc2c(c1)OCO2)c1ccc(S(=O)(=O)NCC2CCCO2)cc1 (stereo not given)	9%	-25%	-3.7	0%	-12	-1%	9%	-2%
COc1cc(C(=O)Nc2c(C(=O)O)[nH]c3ccc(Br)cc23)cc(OC)c1OC	-12%	?	2.2	-1%	-2	-1%	-5%	0%

Screening data (PubChem)
